USP2a inh = USP2a (human) protease inhibition; O75604; USP2 core, Ub-CHOP2 coupled fluorogenic reporter, 485/531; Potency, µM (highest dose often 38.3 µM), for inactives: at the highest dose activity change, negative = inhibition, usual class: inhibitors; 0.01% of 330,000 active; AID 463254;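 further: potency means the concentration at half of the fitted maximal effect; plate controls were DMSO wells for no effect and full inhibition by NEM control for full effect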
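USP2 core (10nM final) preincubated 30min RT with compound in 20mM Tris-HCl pH 8.0, 2mM CaCl2, 2mM beta-mercaptoethanol, 0.05% CHAPS; 25nM Ub-CHOP2 plus 25nM reporter substrate added, fluorescence (Ex485/Em531) read after 60min.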
GALK inhibitor = inhibitors of human galactokinase. Purified GALK, Kinase-Glo residual ATP luminescence. Potency, µM (top dose mostly 57.5 µM), for the others: top-dose activity change, negative = inhibition, hits mostly inhibitors. 0.007% of 270,000 active. AID 1868; further: potency means the concentration at half of the fitted maximal effect; on the % scale 0 is the no-effect control and ±100 the full control effect
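Human GALK (5 nM) with 35 uM ATP and 100 uM galactose in 20 mM HEPES pH 8.0, 5 mM MgCl2, 60 mM NaCl, 1 mM DTT, 0.01% BSA. After 1 h at room temperature, leftover ATP was read by Kinase-Glo Plus luminescence.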
MBNL1 CUG block = MBNL1-poly(CUG) RNA binding inhibition; TR-FRET MBNL1-His/biotin-(CUG)12 binding, 665/545 ratio; Potency, µM (highest dose often 57.5 µM), without a hit: at the highest dose activity change, negative = inhibition, hits mostly inhibitors; 0.036% of 280,000 active; active means well fitted inhibition curve with a large enough effect in the signal ratio, with a control signal flat, not every such curve was filed as active; inconclusive means small, poorly fitted or top-dose-only effect, or effect the other way, or a change in a side signal; inactive means no such curve, though single readings can be large or run the other way; the % refers to the signal ratio; further: potency means the concentration at half of the fitted maximal effect; on the % scale 0 is the no-effect control and ±100 the full control effect
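TR-FRET between His-tagged MBNL1 and biotin-(CUG)12 RNA, detected with Tb anti-His antibody (0.055 ng/ul) and streptavidin-XL665 (5 nM), 60 min at room temperature. Compounds titrated 92 nM to 58 uM; 665/545 nm ratio normalized to buffer and complex controls.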
BCR signal inh = chronic active BCR signaling inhibition; ABC-DLBCL IkBa-CBG/CBR reporter, luminescence ratio, 4 h; AID 493014; 0.05% of 340,000 active; Potency, µM (top dose mostly 46.1 µM), for inactives: top-dose ratio change, negative = lower green/red ratio, actives largely listed as inhibitors; active means well fitted inhibition curve with a large enough effect in the signal ratio, with a control signal flat, not every such curve was filed as active; inconclusive means small, poorly fitted or top-dose-only effect, or effect the other way, or a change in a side signal; the % refers to the signal ratio;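 further: potency means the concentration at half of the fitted maximal effect; plate controls were basal doxycycline-induced cells for no effect and cells given 10 µM MG132 for full effect; MG132 reads +100%, hits lower the ratio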
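Cell line TMD8 (human ABC DLBCL), stably expressing tet-inducible CBG68-IkBa fusion and CBR; IMDM/0.5% FBS; cpd up to 46 uM; dox induction, 4 h, 37C/5% CO2; dual luminescence; green/red ratio; MG132 control.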
TSHR antagonist = antagonists of human thyroid stimulating hormone receptor; P16473; TSHR-expressing cells, TSH-stimulated cAMP HTRF, 2 h; active compounds read low; activity change, negative = inhibition, % at 11.5 µM; AID 504810; 0.2% of 330,000 active;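 active means activity change below a set negative limit, meaning inhibition stronger than a set level, cut at about -70% in these data; inconclusive means activity change between two set negative limits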; further: on the % scale 0 is the no-effect control and ±100 the full control effect
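Competitive HTRF cAMP read-out (cryptate anti-cAMP antibody, cAMP-d2; 30 min, room temperature) in freshly harvested TSHR cells. Compounds added before TSH at EC80 (4nM final), followed by 2 hours' incubation at 37 deg C.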
Mito fusion act = mitochondrial division inhibition or fusion activation. S. cerevisiae fusion-defective mutant growth rescue, CellTiterGlo 48 h. Potency, µM (titrated, usually from 46.1 µM), for the others: at the top dose growth rescue (activation), most hits filed as activators. 0.23% of 320,000 active. AID 485298;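 further: potency means the concentration at half of the fitted maximal effect; % of control where 0% means no effect; nearly all actives have a fitted effect of over 45% in size; temperature-sensitive fusion mutants such as fzo1-1 at 37 °C on non-fermentable ethanol glycerol medium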
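S. cerevisiae fusion-defective temperature-sensitive mutants (e.g. fzo1-1, mgm1-5) grown 48 h at 37C in YPEG (ethanol/glycerol non-fermentable) medium with 23 nl compound per well; growth rescue read as CellTiterGlo luminescence.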
Menin MLL FP TR = menin-MLL binding inhibition, Texas Red mutant peptide | AID 1768 | Potency, µM (series often up to 61.6 µM), without a hit: top-dose FP activity change, negative = inhibition, most hits filed as inhibitors | O00255 | 0.23% of 270,000 active | Menin + Texas Red MLL mutant peptide, fluorescence polarization; active means well fitted inhibition curve with a large enough effect in the polarisation, with a control signal flat, not every such curve was filed as active; inconclusive means small, poorly fitted or top-dose-only effect, or effect the other way, or a change in a side signal; inactive means no such curve, though single readings can be large or run the other way; the % refers to the polarisation; further: potency means the concentration at half of the fitted maximal effect; % of control where 0% means no effect; many of its hits are not listed in these tables
ASM inhibitor = inhibitors of human secretory acid sphingomyelinase; placental ASM, HMU-PC fluorogenic substrate, 60 min; Potency, µM (highest dose often 57.5 µM), without a hit: at the highest dose activity change, negative = inhibition, usual class: inhibitors; 0.006% of 340,000 active; further: potency means the concentration at half of the fitted maximal effect
Target sequence (P17405 47-631 limits assumed): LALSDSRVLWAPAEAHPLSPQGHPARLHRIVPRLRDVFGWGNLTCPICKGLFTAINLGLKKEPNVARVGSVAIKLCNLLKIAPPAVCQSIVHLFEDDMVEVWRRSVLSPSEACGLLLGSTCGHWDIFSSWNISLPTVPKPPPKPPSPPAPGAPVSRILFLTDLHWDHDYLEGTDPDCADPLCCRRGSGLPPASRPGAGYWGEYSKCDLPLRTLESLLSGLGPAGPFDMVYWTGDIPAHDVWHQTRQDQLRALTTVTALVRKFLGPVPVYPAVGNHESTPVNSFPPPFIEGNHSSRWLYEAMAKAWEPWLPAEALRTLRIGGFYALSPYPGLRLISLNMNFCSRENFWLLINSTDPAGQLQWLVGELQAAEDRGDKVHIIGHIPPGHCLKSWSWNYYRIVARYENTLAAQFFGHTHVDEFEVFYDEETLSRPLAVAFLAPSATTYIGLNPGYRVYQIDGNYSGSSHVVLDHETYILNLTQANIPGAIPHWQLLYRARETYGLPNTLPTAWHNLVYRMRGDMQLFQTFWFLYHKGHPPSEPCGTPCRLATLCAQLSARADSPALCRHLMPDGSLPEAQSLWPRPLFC
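Steps: dispense placental human ASM, pin compound, wait 10 min at room temperature, add HMU-PC0 substrate at 9 uM final, incubate 60 min at 37 °C, add stop solution raising pH to 10, read fluorescence.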
PKM2 activator = activators of human pyruvate kinase M2; P14618; purified PKM2, Kinase-Glo ATP luminescence, activation; response scale: 0% is enzyme alone, no compound; Potency, µM (titrated, usually from 57.5 µM), inactives show at the top dose activation, most hits filed as activators; 0.34% of 260,000 active; AID 1631; further: potency means the concentration at half of the fitted maximal effect; on the % scale 0 is the no-effect control and ±100 the full control effect; nearly all actives have a fitted effect of over 55% in size
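Purified hPK-M2 (>95%) run at intermediate activity with 0.1 mM ADP and 0.5 mM PEP in 50 mM imidazole pH 7.2, KCl, MgCl2; 1 h room temperature. ATP formed read by Kinase-Glo luminescence; normalized to uninhibited and no-enzyme controls.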
Eya2 phos inh = blocks the phosphatase activity of human Eya2 | O00167 | Potency, µM (titrated, usually from 76.9 µM), for inactives: top-dose activity, negative = inhibition, usual class: inhibitors | recombinant Eya2, OMFP fluorescence dephosphorylation (OMFP is methylfluorescein phosphate) | AID 488837 | 0.006% of 330,000 active; further: potency means the concentration at half of the fitted maximal effect; on the % scale 0 is the no-effect control and ±100 the full control effect
Target sequence (O00167 whole entry, looked up): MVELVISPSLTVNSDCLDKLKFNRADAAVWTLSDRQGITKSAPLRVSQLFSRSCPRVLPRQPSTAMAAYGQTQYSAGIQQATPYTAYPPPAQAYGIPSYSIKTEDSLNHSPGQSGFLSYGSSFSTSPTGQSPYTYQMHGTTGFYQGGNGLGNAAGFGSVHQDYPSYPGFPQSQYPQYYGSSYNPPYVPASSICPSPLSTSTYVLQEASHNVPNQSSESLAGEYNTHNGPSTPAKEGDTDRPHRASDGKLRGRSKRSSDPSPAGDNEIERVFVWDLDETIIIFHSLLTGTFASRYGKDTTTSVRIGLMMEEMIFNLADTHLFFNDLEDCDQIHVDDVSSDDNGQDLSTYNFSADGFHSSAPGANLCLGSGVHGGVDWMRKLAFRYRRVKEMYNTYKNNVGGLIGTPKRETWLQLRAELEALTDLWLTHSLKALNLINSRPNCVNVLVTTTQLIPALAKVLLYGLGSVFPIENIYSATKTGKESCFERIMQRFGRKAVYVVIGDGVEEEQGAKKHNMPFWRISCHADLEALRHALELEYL
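Eya2 protein (added as 0.2 uM solution) was preincubated with compound for 10 min at ambient temperature in 50 mM HEPES pH 7.5, 50 mM NaCl, 5 uM MgCl2, 0.05% BSA, 1 mM DTT. OMFP (added at 50 uM) then reacted 10 min; fluorescence read at 485/525 nm.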
hERG WT inh = KCNH2 (human, wildtype) channel inhibition; activity change, % at 1.84 µM; Q12809; U2OS, BacMam KCNH2, thallium flux FluxOr; active compounds read low; 0.37% of 340,000 active;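 active means maximum activity change below -70%; inconclusive means maximum activity change between -70% and -50%; inactive means maximum activity change above -50%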; further: on the % scale 0 is the no-effect control and ±100 the full control effect
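U2OS cells were transduced with wild-type KCNH2 virus (2.03 x 10^8 / mL) for 4 h at room temperature, then cultured overnight at 37 C. Thallium flux was read with FluxOr dye. Rate constants were normalized to DMSO controls.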
An asterisk follows results filed as active; ? = inconclusive; . = not tested or not shown; [ ] = remark or other dose. Unless noted, the call rests on the fitted dose curve; in most records, active means well fitted curve in the direction sought with a large enough effect; inconclusive means small, poorly fitted or top-dose-only effect, or another doubt; inactive means no such curve, though single readings can be large; an effect the other way counts as inactive or inconclusive. These rows are one share of the data; count on the stated rates, not on these rows.

SMILES	USP2a inh	GALK inhibitor	MBNL1 CUG block	BCR signal inh	TSHR antagonist	Mito fusion act	Menin MLL FP TR	ASM inhibitor	PKM2 activator	Eya2 phos inh	hERG WT inh
Cn1c(SCC(=O)NNC(=S)Nc2ccccc2)nnc1-c1ccncc1	3%	-3%	-1%	-14%	28	7%	.	.	2%	5%	.
CC(C)[C@H]1COC(NC2=N[C@@H](C(C)C)CO2)=N1	0%	.	-5%	-6%	5	-1%	16%	5%	-4%	-5%	.
CCC(CC)C(=O)NCCCCc1ccccc1	5%	0%	0%	1%	7	-1%	-1%	2%	0%	3%	3
CCN(CC)c1ccc(NC(=S)NC(=O)c2cccs2)cc1	-1%	4%	15%	?	-19	1%	?	-10%	-5%	-3%	-3
O=C(c1ccc(F)cc1)N1CCC(O)(c2cccnc2)CC1	2%	3%	-5%	0%	-1	-2%	0%	2%	-4%	9%	3
O=C(CCN1C(=O)C2C3C=CC(C3)C2C1=O)Nc1ccccn1 (configuration not stated)	.	0%	2%	.	.	-2%	0%	-1%	-3%	.	-13
CCCC(NC(=O)CCl)c1ccccc1 (configuration not stated)	5%	0%	-15%	?	-10	-3%	-18%	6%	1%	5%	-15
O=C(COC(=O)c1ccc(CO)cc1)c1ccc(S(=O)(=O)N2CCCCC2)cc1	-1%	.	.	0%	4	2%	.	-4%	.	13%	20
CCn1c(O)c(/C=C2\C=Nc3ccccc32)sc1=Nc1ccccc1	0%	.	-15%	?	-4	4%	?	-14%	-1%	5%	1
COc1ccc(CCNC(=O)CN(c2ccccc2)S(C)(=O)=O)cc1	3%	0%	-5%	9%	18	-4%	-7%	2%	-2%	-10%	0
Cn1cccc1C(=O)C(=O)Nc1ccc(F)c(F)c1	2%	8%	8%	?	0	1%	16%	-2%	-12%	4%	1
COc1ccc(NS(=O)(=O)c2ccc(C)c(C(=O)NCC(c3ccco3)N3CCCCC3)c2)cc1 (configuration not stated)	-2%	.	.	-1%	8	-5%	.	.	.	8%	-3
Cc1ccccc1OCCOc1ccccc1C=C(C#N)C#N	3%	0%	.	?	-10	6%	-8%	.	-3%	-1%	.
Cc1ccc(O)c(C2=Nc3ccccc3N=C(c3cccc([N+](=O)[O-])c3)C2)c1	-1%	0%	13%	?	-8	2%	?	-8%	-2%	3%	29
Cc1cc2nc(-c3cc(N4CCOCC4)ccc3[N+](=O)[O-])ccn2n1	1%	-2%	?	-7%	4	3%	0%	-6%	5%	-8%	-2
CN(C)/C=C/C(=O)c1cnc(-c2ccccn2)s1	12%	-1%	?	?	3	0%	9%	-4%	1%	4%	3
COc1cccc(CC2(CO)CCN(Cc3cnc(-c4cccc(C)c4)nc3)CC2)c1	4%	11%	-3%	1%	-3	-10%	?	-1%	3%	-2%	5
CC(C)C(NC(=O)c1ccco1)C(=O)NCc1ccc(C(=O)O)cc1 (configuration not stated)	0%	4%	-3%	0%	11	-4%	-21%	-11%	.	0%	-14
COc1ccc(OC)c(CN2CCC(C(=O)N3CCN(c4ccccc4F)CC3)CC2)c1	2%	.	5%[11.5 µM]	0%	1	-9%	-9%	1%	1%	-2%	8
COC(=O)c1ccccc1NC(=S)NC(=O)c1ccc(C)cc1	-1%	-2%	?	?	31	-7%	8%	4%	0%	-5%	-17
CC1=C(C(=O)Nc2ccccc2)C(c2ccco2)C(C#N)=C(SCc2ccccc2)N1 (configuration not stated)	1%	-4%	5%	?	-17	14%	?	.	-2%	-19%	.
CC(C)CCNC(=O)C(c1ccncc1)N(CC1CCCO1)C(=O)Cn1nnc(-c2ccc(F)cc2)n1 (configuration not stated)	3%	1%	3%	7%	-11	-3%	-7%	-1%	-8%	-3%	15
CC(=O)c1c(N2CCOCC2)[nH]c(-c2ccccc2)nc1=S	7%	.	-22%[11.5 µM]	?	17	.	?	4%	-17%	-2%	4
COc1ccccc1-c1nnc(C2CCN(S(=O)(=O)c3ccccc3[N+](=O)[O-])CC2)o1	2%	-5%	11%	?	3	2%	.	-6%	.	1%	1
O=C(CCSc1nnc(-c2ccco2)o1)N1CCOCC1	-5%	1%	-3%	1%	-11	-15%	-1%	1%	.	1%	9
CCOc1ccc2nc(N(CCN(CC)CC)C(=O)/C=C/c3cccs3)sc2c1	-3%	3%	3%	?	25	-4%	.	-9%	.	-18%	?
COCC(=O)Nc1cc(C(=O)NCCc2ccccc2)ccc1Cl	1%	.	?	?	5	2%	-11%	2%	4%	1%	11
O=C(CCCCCNC(=S)Nc1ccccc1)C[N+](=O)[O-]	1%	13%	-6%	?	-1	-5%	-1%	-7%	-7%	-3%	-8
CNC(=O)NC(=O)Cn1cnc2sc(-c3ccccc3)cc2c1=O	0%	0%	20%	6%	-7	-4%	.	6%	1%	4%	-3
CCOC(=O)c1nnn(-c2nonc2N)c1C	-3%	0%	4%	3%	9	-2%	-2%	3%	-11%	-1%	-3
CC(C)C(=O)Nc1c2c(nn1-c1ccc(F)cc1)CS(=O)(=O)C2	0%	-2%	1%	4%	-5	7%	-2%	5%	.	3%	-8
CC(C)CC(NC(=O)CC12CC3CC(CC(C3)C1)C2)C(=O)NC1=NCCS1 (configuration not stated)	-1%	0%	-4%	0%	-6	4%	-22%	-3%	0%	0%	-5
CC(C)OC(=O)n1c(=S)oc2ccccc21	-1%	0%	-6%	?	6	-1%	0%	3%	0%	5%	-11
COc1ccc(S(=O)(=O)Nc2c(C)nn(C)c2C)cc1Br	8%	.	.	3%	.	.	.	1%	.	5%	-10
COc1ccc2sc(C)[n+](C)c2c1	0%	5%	-1%	?	-4	3%	-13%	-1%	-1%	-16%	-8
Cc1ccc(-c2nnn(CC(=O)N(CCCO)C(C(=O)NC3CCCC3)c3ccc(Cl)cc3)n2)o1 (configuration not stated)	0%	-1%	-6%	2%	6	-1%	11%	-2%	.	-8%	2
CCOc1ccc(NC(=O)NNC(=O)C2CCC(C(C)(C)C)CC2)cc1 (configuration not stated)	3%	0%	3%	8%	14	-2%	2%	-1%	0%	-13%	-39
CN(C)NC(=S)Nc1cccc(C(F)(F)F)c1	2%	-1%	.	-23%	0	-3%	.	2%	-7%	12%	0
O=C(CSc1ccccn1)Nc1ccc(Cl)c([N+](=O)[O-])c1	2%	-1%	?	1%	-6	-6%	19%	1%	0%	-12%	-12
Cc1cc(N2CCCCC2)n2ncc(-c3ccccc3)c2n1	0%	-1%	-3%	?	-4	-2%	2%	18%	-10%	24%	0
O=C1S/C(=C/c2ccccc2)C(=O)N1CC(O)Cn1c2ccccc2c2ccccc21 (configuration not stated)	2%	2%	12%	-1%	-1	?	?	-14%	3%	0%	-2
CCOC(=O)Cn1c(S(=O)(=O)Cc2ccc(Cl)cc2)nc(-c2ccccc2)c1-c1ccccc1	0%	1%	-11%	14%	-8	2%	0%	0%	-10%	4%	4
O=C(COc1ccc(Cl)cc1)OCC(=O)N1CCOCC1	0%	.	.	3%	4	.	.	1%	.	-13%	5
O=C(Cc1ccc(Cl)c(Cl)c1)Nc1cccc2ncccc12	1%	7%	5%	?	3	5%	-8%	4%	0%	5%	-5
COCCN(C(=O)CCl)C(C(=O)NC1CCCCC1)c1ccccc1C (configuration not stated)	1%	1%	.	?	-2	11%	-10%	2%	4%	-1%	2
CCCCn1c(=S)[nH]c2cc(S(=O)(=O)N3CCCCC3)ccc21	0%	-1%	0%	?	-8	-1%	-2%	2%	25%	14%	-11
CCn1cc([N+](=O)[O-])c(C(=O)N2N=C(c3ccccc3)CC2c2ccc([N+](=O)[O-])cc2)n1 (configuration not stated)	3%	.	24%[11.5 µM]	?	-4	?	5%	-6%	2%	6%	6
CNC(=S)N(C)[C@H]1c2c(ccc3ccccc23)OC[C@H]1CO	1%	3%	-12%	-9%	-14	?	-12%	9%	-13%	8%	-5
O=C(Nc1cccc(F)c1)c1ccc2ncsc2c1	1%	.	-1%	?	5	-66%[inhibitor]	37%[activator]	-4%	.	-21%	-1
COc1ccc(NC(=O)/C=C/c2cccc(F)c2)cn1	6%	0%	2%	-2%	-8	0%	-3%	1%	6%	6%	-12
